12-LOX inh: blocks human arachidonate 12S-lipoxygenase | purified 12hLO, xylenol orange hydroperoxide absorbance | Potency, µM (top dose mostly 108 µM), without a hit: top-dose activity change, negative = inhibition, usual class: inhibitors | 1.1% of 580,000 active; active = well fitted inhibition curve with a large enough effect; inconclusive = small, poorly fitted or top-dose-only effect, or another doubt; inactive = no such curve, though single readings can be large or run the other way
Target sequence (P18054 whole entry, looked up): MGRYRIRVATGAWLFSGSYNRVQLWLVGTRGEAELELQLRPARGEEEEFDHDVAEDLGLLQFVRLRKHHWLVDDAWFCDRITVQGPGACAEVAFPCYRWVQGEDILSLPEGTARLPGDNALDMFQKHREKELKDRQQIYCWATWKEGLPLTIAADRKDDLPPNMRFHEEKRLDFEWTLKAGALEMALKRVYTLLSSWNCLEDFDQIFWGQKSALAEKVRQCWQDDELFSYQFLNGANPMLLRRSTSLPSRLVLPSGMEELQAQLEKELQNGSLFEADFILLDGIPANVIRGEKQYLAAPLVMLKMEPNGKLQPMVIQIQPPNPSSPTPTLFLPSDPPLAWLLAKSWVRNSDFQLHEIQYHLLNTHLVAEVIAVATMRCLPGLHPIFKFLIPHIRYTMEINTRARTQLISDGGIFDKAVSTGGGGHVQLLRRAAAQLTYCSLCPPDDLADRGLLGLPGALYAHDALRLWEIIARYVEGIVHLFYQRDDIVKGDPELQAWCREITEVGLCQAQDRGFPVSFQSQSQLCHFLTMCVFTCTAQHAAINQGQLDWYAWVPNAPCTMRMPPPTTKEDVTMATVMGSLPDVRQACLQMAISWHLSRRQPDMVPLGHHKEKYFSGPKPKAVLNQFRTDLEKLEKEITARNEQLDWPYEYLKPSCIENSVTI
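Hydroperoxide product was detected by ferrous iron/xylenol orange as the 573 to 405 nm absorbance ratio. Arachidonic acid at 40 uM (final) was turned over for 30 min at room temperature by 150 nM human 12hLO, pH 7.0 Hepes buffer, after 15 min compound preincubation.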
The depositor's hits bear a star; ? = inconclusive; & = joins results of further samples; [ ] = dose if it differs, or a comment. % is set by controls: 0 for no effect and ±100 for the full control effect; potency is the fitted concentration of half-maximal effect. An excerpt (hit frequency here may not be typical).

SMILES	12-LOX inh
COc1cc(-c2nnc(COc3nncc4ccccc34)o2)cc(OC)c1OC	1%
Cc1noc([C@@H]2CN(Cc3ccccc3F)C[C@H]2CO)n1	2%
O=[S+]([O-])(c1ccc(Br)cc1)c1nnn2c1nc(N1CCC(F)CC1)c1ccccc12	8%[6.33 µM]
CN(CC(=O)Nc1ccc(Cl)cc1C(F)(F)F)C1CCCc2ccccc21 (stereo not given)	24%
O=C1NCCCCCCN(S(=O)(=O)c2cccc3cccnc23)[C@H]2CCCC[C@@H]12	7%
Cc1cccc(-c2noc([C@@H]3Cc4nc[nH]c4CN3C(=O)CC(C)(C)CC(=O)O)n2)c1	?
CC(C)C(=N)N	27%
COc1ccc2c(C)c(CC(=O)Nc3ccc(Cn4cncn4)cc3)c(=O)oc2c1	1%
COC(=O)c1ccc2nc(CO[C@H]3CN(C(=O)C4CCOCC4)C[C@H]3F)[nH]c2c1	4%[176 µM]
Cc1cccc(NC(=S)N/N=C2/CCCC(C)C2)c1 (stereo not given)	35µM*
CCN(CC)C(=O)CCc1c(C)nn(-c2ccccc2)c1Oc1cccc(F)c1	17%
O=[S+]1([O-])NC2(CCN(Cc3c(F)cccc3F)C2)COc2ncccc21 (stereo not given)	-4%[6.33 µM]
COc1ccc(S(=O)Cc2ccc(C(=O)NCc3cccc(OC)c3OC)o2)cc1 (stereo not given)	16%
Cn1cnc2cc(-c3ccc(F)cc3)cc(C(=O)NCCc3cnc[nH]3)c21	12%[176 µM]
COCCn1c(=O)c(CCc2ccccc2)nc2cncnc21	?
CC(Sc1n[nH]c(-c2cccs2)n1)C(=O)Nc1cc(Cl)cc(Cl)c1 (stereo not given)	?
COc1ccc(C)cc1NC(=O)C1CN(S(=O)(=O)C2CC2)CC12CCCCC2 (stereo not given)	14%
CC(C)NCc1ccc(OCc2ccccc2)cc1	-20%
O=C1CC(c2ccccc2)N(Cc2ccncc2)CCCN(C(=O)COc2ccccc2)CCN1 (stereo not given)	19%
Cc1nc(C)c(C(=O)NCC2Cn3cccc3C(=O)N2C)s1 (stereo not given)	9%
Cc1nnc2n1CCC(NC(=O)c1ccc3c(c1)OCO3)CC2 (stereo not given)	14%
CCc1ccc(NC(=O)NCc2nc(-c3ccc(C)cc3)oc2C)cc1	-4%
COc1ccc(S(=O)(=O)Nc2cccc(-c3ccc(N4CCCCC4)nn3)c2)c(OC)c1	11µM*
C=CC[C@H]1Cc2c(Br)cc(Br)c(Br)c2[C@H](CC=C)N1	?
COc1ccc(NC(=O)C(c2cc3ccccc3o2)n2c(=O)c(-c3cc4ccccc4[nH]3)nc3ccccc32)cc1 (stereo not given)	-10%
COCc1nncn1C1CCN(C(=O)c2cc(C)cc(C)c2)CC1	49%[activator]
C=CCSc1ccccc1NC(=O)c1cc(C)c(C)s1	?
Cn1c(=O)c2c(nc(NCc3ccco3)n2Cc2ccccc2)n(C)c1=O	15%
O=C(/C=C/c1cccc2ccccc12)Nc1ccc(Cl)cc1C(F)(F)F	6%
Cc1c(-c2ccccc2)oc2c(C(=O)NCCCO)cccc2c1=O	-36%
O=C(c1cc[nH]c1C1CCCNC1)N(Cc1ccc(F)cc1)Cc1cccnc1 (stereo not given)	58%[activator]
Cc1cc(C)c(CNC(=O)c2nc(-c3cccc(F)c3)cc3c2ccn3C)c(=O)[nH]1	17%[176 µM]
CCOc1ccccc1C(=O)N1CCC(N2C(=O)CCC2C(=O)NC(C)C)CC1 (stereo not given)	45%
O=C1NCCCCCN(C(=O)NCc2ccc(F)cc2)[C@H]2CCCC[C@@H]12	35%
O=[N+]([O-])c1ccccc1-c1cc(-c2ccccc2Br)no1	?
CCNC(=O)CCc1c(C)nn(-c2ccccc2)c1Oc1ccc(F)cc1F	12%
Nc1sc(-c2ccccc2)cc1C(=O)N1CCN(c2ccccc2)CC1	-15%
COc1ccc(C(=O)N2CCC[C@@]3(CCN(c4cccc(-c5ccccc5)c4)C3)C2)cc1	10%[57.4 µM]
O=C(O)CNS(=O)(=O)c1ccc(Oc2ccccc2Cl)cc1	?
COc1cccc(OC)c1-c1cccc(C(=O)c2nccn2C)c1	-4%
Cc1[nH]c2ccccc2c1CC(=O)Nc1ccc(Oc2cccnc2)cc1	-3%
O=C(C[C@H]1CC[C@@H](NC(=O)Nc2ccc3c(c2)OCO3)[C@@H](CO)O1)NCc1ccccc1	-14%
COc1ccc(C(=O)N[C@H]2CO[C@H]3[C@@H]2OC[C@H]3OC(=O)Nc2ccccc2)cc1	7%[176 µM]
O=C1CCN(S(=O)(=O)c2ccccc2)CCCC(C(=O)NCc2cccnc2)CCN1 (stereo not given)	35%[activator]
COCCCNC(=O)c1cccc2c1CCN2C(=O)Nc1cccc(C)c1	20%
Cc1ccc(NC(=O)N2CCC(Oc3ncccc3C(=O)N3CCOCC3)C2)cc1Cl (stereo not given)	20%
COc1ccc(-n2nc(C3CCCN(C(=O)c4ccc(Cl)nc4)C3)[nH]c2=O)cc1 (stereo not given)	?
CN(C)CCCNc1nc(-c2ccncc2)nc2ccccc12	-12%
COCCNC(=O)[C@@H]1CCC[C@@H](NCc2ccc(OC)cc2)CN(C)C(=O)C1	26%[176 µM]
Cc1ccccc1NC(=O)c1cnc2c(c1)N(C(=O)Cc1ccc(C(C)C)cc1)CCC2	-7%[176 µM]
CC(=O)Nc1ccc(CN2CCc3nc(C4CC4)nc(-c4ccc(O)cc4)c3CC2)cc1	1%
CC(C)CCn1nc(C(=O)Nc2nc(-c3ccc(F)cc3)cs2)c2ccccc2c1=O	4%
Cc1ccc(C(=O)OCc2ccc(C#N)cc2)cc1	-26%
O=C(NC1CCCCC1)C1CN(S(=O)(=O)c2cc(F)ccc2F)CC12CCOCC2 (stereo not given)	-4%
Cc1ccc2c(=O)cc(C(=O)Nc3ccc(S(=O)(=O)N4CCCC(C)C4)cc3)oc2c1 (stereo not given)	-1%
Cc1ccc(NC(=O)c2sc3nc4c(cc3c2N)CN(C(C)C)CC4)cc1	?
Cc1cc(NC(=O)C(OC(=O)c2ccc3c(c2)NC(=O)CS3)c2ccccc2)no1 (stereo not given)	-42%
COc1cc(/C=c2\s/c(=C\C(=O)C(C)(C)C)[nH]c2=O)cc(Cl)c1OC(C)C	-1%
CCN(CC)c1cc(C)nc(Nc2ccc(NC(=O)CCCc3ccccc3)cc2)n1	-19%
COCCN1CCCNCC1	?
Next results follow.
SMILES	12-LOX inh
COC(=O)CCCNC(=O)CN1CCCCCC1	?
Cc1ccc(Sc2cc3ccccc3oc2=O)cc1	?
O=C(Nc1cnc(-c2ccccc2)nc1)c1ccco1	-11%
Cc1nc2cc(-c3ccccc3)nn2c(C)c1CCC(=O)NCCC(C)C	8%
COCC(=O)N[C@@H]1CN(Cc2cccc(C#N)c2)CC[C@@H]1c1n[nH]c(C)n1	48%[activator]
CCCCC(=O)N1CCCC2CCCCC21 (stereo not given)	11%
COC[C@H]1NC(=O)CC[C@H]1C(=O)Nc1cc(C)ccc1OC	70%[activator]
Cc1[nH]c2ccc(C(=O)NCC(=O)NC(C)C)cc2c1C	?
CC1CCCN(CC(=O)Nc2oc3ccccc3c(=O)c2-c2ccc(F)cc2)C1 (stereo not given)	28%
CCS(=O)(=O)N1CCC(NS(=O)(=O)c2ccsc2C(=O)OC)CC1	6%
O=C(Nc1ccc(F)cc1F)N1CCC(OC2CCN(Cc3ccccc3)CC2)CC1	36%
Cc1ccccc1CN1CCc2nc(C(=O)N3CCOCC3)oc2CC1	-31%[176 µM]
Cc1cc(C)n(Cc2cccc(C(=O)N3CCC4(CC3)[C@H](O)C[C@@H]4O)c2)n1	-12%
O=[S+]([O-])(c1ccccc1)N1CCn2c(nnc2C2CCCNC2)C1 (stereo not given)	37%
CCOC(=O)c1ccc(NC(=O)C2CC(=O)Nc3cc(F)ccc32)cc1 (stereo not given)	-12%
CCCCC(CC)C(=O)Nc1ccc(F)cc1F (stereo not given)	9%
O=C(C1CC2(CCNCC2)CN1)N1CCN(c2nc3ccccc3o2)CC1 (stereo not given)	20%
COCCc1noc(-c2nc(-c3ccc(OC)c(OC)c3)no2)n1	17%
CN(CC(=O)OC(C)(C)C)C(=O)/C=C/c1cccc(C#N)c1	-12%
Cc1cnc(CCNC(=O)c2n[nH]c(=O)c3ccccc23)n1C1CC1	89%[activator]
O=C1/C(=C/c2cccc(F)c2)C(c2ccccc2)Oc2ccccc21 (stereo not given)	-2%
Cc1cccc(-n2c(C)nnc2SCc2nc3ccccc3o2)c1	?
Cn1cc(CN2CCCC(C(=O)N3CCOCC3)C2)c(-c2ccc(C3CCCCC3)cc2)n1 (stereo not given)	79%[activator]
COc1ccc(C(=O)OCc2nnc(-c3ccccc3)o2)cc1S(=O)(=O)N1CCCCC1C (stereo not given)	9%
CCC(=O)c1c(N)cc(C)oc1=O	-2%
c1cncc(-c2nnc3n2CCN(CC2CCCCC2)C3)c1	29%&14%[176 µM]
Cc1cc(C(C)(C)C)ccc1OCC(O)Cn1cnc2sccc2c1=O (stereo not given)	-1%
CCOC(=O)N1CCN(C(=O)[C@H](C)NC(=O)c2cc3c(OC)cc(OC)cc3n2C)CC1	14%
COc1ccc(CN2Cc3cc(NC(=O)c4ccc(F)cc4F)ccc3OC(C)C2=O)c(OC)c1 (stereo not given)	9%
c1coc(-c2cc(CSc3ccc4c(c3)OCCCO4)no2)c1	?
CCNC(=O)[C@@H]1CCCN1[C@@H](C(=O)NC)c1ccc(OC)cc1	11%[176 µM]
Cc1cc(C)cc(C(=O)OCCN(C)C2CN(Cc3cn(Cc4ccc([N+](=O)[O-])cc4)nn3)S(=O)(=O)C2)c1 (stereo not given)	14%
COc1cc(OC)c(NC(=O)CN2C(=O)NC(c3ccc(C)cc3)C3=C2COC3=O)cc1Cl (stereo not given)	?
CN(C)C[C@@H]1CN(c2ccccn2)C[C@H]1NC(=O)c1ccc(C#N)cc1	15%
CCOc1ccc(C(=O)Nc2cccc(-c3nc4cccnc4s3)c2)cc1	4%
c1csc(CNCc2cccc3[nH]ccc23)c1	-27%
O=C(CCNc1nc(Cl)nc2nc[nH]c12)NCCCO	-27%
COc1cc(CN2CCOCC2)ccc1OCC(O)CN1CCSCC1 (stereo not given)	101%[activator]
CCOC(=O)c1cccc(NC(=O)N2CC[C@@H](CC(=O)NCc3ccc(OC)c(OC)c3)[C@@H](CC)C2)c1	54%
COc1cccc(CNC(=O)c2c(OC)cc(=O)n3c2CCN(C(=O)C2=C(C)OCCO2)CC3)c1	8%
O=C(c1ccc2nccn2c1)N1CCN(c2ccc(F)cc2)CC1	1%
O=C(c1csc(N2CCN(c3ccccc3)CC2)n1)N1CCN(C2CCCCC2)CC1	32%
NC(=O)c1nc(CNC(=O)CC(c2ccccc2)c2cccc(Cl)c2)no1 (stereo not given)	64%[activator]
CCOc1ccccc1Oc1coc2cc(OS(C)(=O)=O)ccc2c1=O	5%
Cc1ccc(C(=O)N2CCC3(CC2)N(c2ccccc2)C(=O)CS3(=O)=O)cc1F	10%
CC(C)N1C(=O)OCC12CCN(C(=O)c1ccc(Oc3ccccc3)cc1)C2 (stereo not given)	7%[176 µM]
CC(C)c1ccc(/C=N/NC(=O)Cc2cccc3ccccc23)cc1	?
Cc1nc(-c2c[nH]c3ccccc23)c(C)s1	?
c1ccc(-c2noc(-c3cncnc3NC3CCCCCC3)n2)cc1	12%
CCOc1ccc(C(=O)Nc2ccc(O)c(-c3nc4ccccc4o3)c2)cc1Cl	0%
COc1cccc(CN2CCCC3(CCN(c4cc(C)nc(N)n4)C3)C2)c1OC (stereo not given)	28%
Cc1cc(C(=O)NCc2ccncc2)c2ccccc2n1	-2%
CO[C@H]1[C@H](NC(=O)Cc2ccc(C)cc2)c2ccccc2C12CCNCC2	26%
Cc1cc(C(=O)N(Cc2cccs2)C2CC2)c(C)o1	-27%
C=CCC1(C(=O)O)CCCN(Cc2cc(Cl)ccc2OCC(=O)O)C1 (stereo not given)	-16%
N#Cc1nc(-c2ccccc2)oc1N1CCN(C(=O)c2ccccc2F)CC1	-11%
CC(C)N1C[C@H](O)C[C@H]1c1nnc2n1CCN(C(=O)COc1ccc(F)cc1)C2	87%[activator]

At a glance, some entries already given:
SMILES	12-LOX inh
COc1cccc(CNC(=O)c2c(OC)cc(=O)n3c2CCN(C(=O)C2=C(C)OCCO2)CC3)c1	8%
O=C(c1ccc2nccn2c1)N1CCN(c2ccc(F)cc2)CC1	1%
O=C(c1csc(N2CCN(c3ccccc3)CC2)n1)N1CCN(C2CCCCC2)CC1	32%
NC(=O)c1nc(CNC(=O)CC(c2ccccc2)c2cccc(Cl)c2)no1 (stereo not given)	64%[activator]
CCOc1ccccc1Oc1coc2cc(OS(C)(=O)=O)ccc2c1=O	5%
Cc1ccc(C(=O)N2CCC3(CC2)N(c2ccccc2)C(=O)CS3(=O)=O)cc1F	10%
CC(C)N1C(=O)OCC12CCN(C(=O)c1ccc(Oc3ccccc3)cc1)C2 (stereo not given)	7%[176 µM]
CC(C)c1ccc(/C=N/NC(=O)Cc2cccc3ccccc23)cc1	?
Cc1nc(-c2c[nH]c3ccccc23)c(C)s1	?
c1ccc(-c2noc(-c3cncnc3NC3CCCCCC3)n2)cc1	12%
CCOc1ccc(C(=O)Nc2ccc(O)c(-c3nc4ccccc4o3)c2)cc1Cl	0%
COc1cccc(CN2CCCC3(CCN(c4cc(C)nc(N)n4)C3)C2)c1OC (stereo not given)	28%
Cc1cc(C(=O)NCc2ccncc2)c2ccccc2n1	-2%
CO[C@H]1[C@H](NC(=O)Cc2ccc(C)cc2)c2ccccc2C12CCNCC2	26%
Cc1cc(C(=O)N(Cc2cccs2)C2CC2)c(C)o1	-27%
C=CCC1(C(=O)O)CCCN(Cc2cc(Cl)ccc2OCC(=O)O)C1 (stereo not given)	-16%
N#Cc1nc(-c2ccccc2)oc1N1CCN(C(=O)c2ccccc2F)CC1	-11%
CC(C)N1C[C@H](O)C[C@H]1c1nnc2n1CCN(C(=O)COc1ccc(F)cc1)C2	87%[activator]

Bioassay records: PubChem, National Center for Advancing Translational Sciences (NCATS)
